NPY-Y2 PAM-ag: human NPY-Y2 potentiation or agonism, primary screen; cells expressing NPY-Y2, potentiator/agonist read-out; 220,000 tested, 0.45% active; P49146; activation, % at 3.6 µM; in the data active means activation above about 27%;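 further: cells stimulated with NPY near EC25 plus isoproterenol at EC100; 0% = vehicle plus submaximal agonist and 100% = vehicle plus saturating agonist; some results beyond the cut were filed as inactive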
EP2 mod: modulates human prostaglandin E2 receptor EP2 signaling; P43116; induction, % at 25 µM; AID 940; EP2-expressing cells, cAMP HTRF FRET, PGE2 co-stimulation; 260,000 tested, 0.83% active;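 active means compounds whose cAMP rise, as percent of the full-agonist control response, exceeds 60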;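 further: rat C6 glioma line stably carrying human EP2 under a CMV promoter; the protocol text gives 20 µM as final concentration; 100% = response of wells given 1 µM PGE2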
S1P4 ag: human S1P4 receptor agonism; S1P4-expressing cell line, agonist reporter assay; activation, % at 4.98 µM; 220,000 tested, 0.35% active; AID 1509; in the data active means activation above about 11%;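 further: 0% = DMSO vehicle and 100% = reference agonist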
S1P4 antag: antagonists of human S1P4 receptor; inhibition, % at 4.98 µM; S1P4-expressing cells, antagonist mode, reporter read-out; 220,000 tested, 0.26% active; in the data active means inhibition above about 29%;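 further: 0% = wells stimulated with agonist and 100% = vehicle wells without agonist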
CHOP inhibitor: blocks CHOP induction under ER stress; AID 2732; inhibition, % at 10 µM; CHO-K1 CHOP-promoter luciferase, tunicamycin-induced, 15-18 h; 220,000 tested, 3.8% active;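 active means compounds that reduced the stress-induced luciferase reporter signal by more than about 70% of percent inhibition, limit read from the data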;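 further: 0% = tunicamycin plus vehicle and 100% = wells without tunicamycin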
zfTRPN1 agonist: agonists of zebrafish TRPN1 channel. HEK293 zebrafish TRPN1-YFP, Fluo-8 calcium fluorescence; 100% = response to 87 µM carbachol. activation, % at 3 µM. 220,000 tested, 0.18% active;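 active means activation above its plate's cutoff, the mean activation of test wells on that plate plus 3 SD, cut at about 19% in these data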;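 further: 0% = DMSO alone and 100% = 87 µM carbachol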
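Assay system: Zebrafish TRPN1-YFP in HEK293 cells | Incubation: Dye loading 1 h at 37 °C, then 30 min room temperature | Measured by: Kinetic Fluo-8 fluorescence, ex 470-495, em 515-575 nm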
TRPML3 agonist: human mucolipin-3 channel agonism; Q8TDD5; activation, % at 3 µM; 220,000 tested, 0.29% active; HEK293 TRPML3-YFP, Fluo-8 calcium fluorescence; 100% = the carbachol control signal;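 active means activation above its plate's cutoff, the mean activation of the plate's test wells plus 3 SD, cut at about 12% in these data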;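 further: 0% = DMSO only wells and 100% = carbachol wells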
Target sequence (Q8TDD5 whole entry, looked up): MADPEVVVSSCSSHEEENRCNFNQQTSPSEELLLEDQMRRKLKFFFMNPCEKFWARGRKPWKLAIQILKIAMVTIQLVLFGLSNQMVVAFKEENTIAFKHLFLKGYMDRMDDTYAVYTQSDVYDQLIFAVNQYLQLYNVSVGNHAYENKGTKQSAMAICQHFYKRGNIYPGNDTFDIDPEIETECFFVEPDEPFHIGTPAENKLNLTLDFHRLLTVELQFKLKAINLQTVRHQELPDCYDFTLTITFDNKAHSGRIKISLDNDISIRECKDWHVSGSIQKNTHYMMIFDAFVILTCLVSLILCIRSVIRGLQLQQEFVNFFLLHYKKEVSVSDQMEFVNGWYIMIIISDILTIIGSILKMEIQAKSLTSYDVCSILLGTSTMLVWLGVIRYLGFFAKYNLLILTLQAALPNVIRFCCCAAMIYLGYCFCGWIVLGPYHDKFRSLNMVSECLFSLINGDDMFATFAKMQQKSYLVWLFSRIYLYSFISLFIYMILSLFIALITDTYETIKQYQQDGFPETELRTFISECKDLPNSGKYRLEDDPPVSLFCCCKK
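Test system: HEK293 cells stably carrying human TRPML3-YFP; Doses: single dose, 3 µM final nominal compound, 0.3% DMSO final; Schedule: dye loading 1 h 37 °C then 30 min ambient, 125 s read; Technique: Fluo-8 calcium fluorescence; Benchmarks: high control carbachol 87 µM, low control DMSO.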
NPY-Y1 antag: NPY-Y1 (human) receptor antagonism. HEK293-CNG Y1 cells, membrane potential fluorescence; NPY at EC95, then isoproterenol. P25929. AID 1040. 200,000 tested, 1% active. inhibition, % at 3.6 µM;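 active means inhibition above the campaign mean inhibition of all tested compounds plus 3 SD, cut at about 20% in these data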;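 further: 0% = DMSO wells given NPY plus isoproterenol and 100% = isoproterenol alone without NPY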
Target sequence (P25929 whole entry, looked up): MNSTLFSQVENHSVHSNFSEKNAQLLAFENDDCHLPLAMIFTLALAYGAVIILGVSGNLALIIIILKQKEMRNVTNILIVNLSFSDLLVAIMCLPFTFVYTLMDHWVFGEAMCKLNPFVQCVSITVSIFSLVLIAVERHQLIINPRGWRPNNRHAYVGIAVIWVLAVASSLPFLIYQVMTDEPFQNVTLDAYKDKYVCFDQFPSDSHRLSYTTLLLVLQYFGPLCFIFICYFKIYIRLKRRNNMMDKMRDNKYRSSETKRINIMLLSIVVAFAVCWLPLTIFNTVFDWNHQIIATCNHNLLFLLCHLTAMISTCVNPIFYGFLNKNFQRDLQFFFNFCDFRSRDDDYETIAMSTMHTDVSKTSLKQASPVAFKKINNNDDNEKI
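Test system – HEK293 Y1/CNG channel cell line · Also added – NPY agonist 25 nM, then isoproterenol 1 µM plus Ro 20-1724 25 µM · Compound dosing – one concentration, 3.6 µM, in 0.4% DMSO · Schedule – compound incubation 1 h at room temperature, readout 45 min post-stimulation · Technique – fluorescence, membrane potential probe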
NPY-Y1 PAM-ag: human NPY-Y1 potentiation or agonism, primary screen | 220,000 tested, 0.37% active | NPY-Y1 expressing cells, potentiator/agonist activation | P25929 | activation, % at 3.6 µM | AID 1304; in the data active means activation above about 33%, passing the limit was not always enough;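 further: cells stimulated with NPY at EC10 then isoproterenol at EC100; 0% = low agonist plus stimulus and 100% = saturating agonist plus stimulus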
* marks the source's active call; other numbers are inactive results.

COc1ccc(NC(=O)C2C3CCC4C(CCC32)C4(Cl)Cl)cc1 (configuration not stated) was read as NPY-Y2 PAM-ag -0.1, EP2 mod 5.1, S1P4 ag 0.7, S1P4 antag -0.9, CHOP inhibitor 24.8, zfTRPN1 agonist -0.4, TRPML3 agonist 0.8, NPY-Y1 antag 1.2 and NPY-Y1 PAM-ag -1.4.
`O=C(c1cccnc1)N1CCC(Oc2ccc(C(=O)N3CCCC(O)C3)cc2)CC1` (configuration not stated) gave NPY-Y2 PAM-ag 4.5, EP2 mod -3.3, S1P4 ag 0.5, S1P4 antag -79.7, CHOP inhibitor 15.3, zfTRPN1 agonist 0.6, TRPML3 agonist 0.5, NPY-Y1 antag -2.7 and NPY-Y1 PAM-ag -0.6.
For COc1ccc(-c2nc(N=Nc3ccc(O)cc3)n[nH]2)cc1 the results were NPY-Y2 PAM-ag 8.2, EP2 mod 2.2, S1P4 ag 1.7, S1P4 antag -6.7, CHOP inhibitor 38.9, zfTRPN1 agonist -0.2, TRPML3 agonist 0.4, NPY-Y1 antag -1.6 and NPY-Y1 PAM-ag -0.7.
Screening O=S(=O)(/N=C(\c1ccc(Cl)cc1)N1CCOCC1)c1ccccc1 returned NPY-Y2 PAM-ag -2.0, EP2 mod 8.1, S1P4 ag -0.4, S1P4 antag -6.0, CHOP inhibitor -29.9, zfTRPN1 agonist 0.3, TRPML3 agonist 0.2, NPY-Y1 antag 3.3 and NPY-Y1 PAM-ag -11.5.
For Cc1cnc(C(=O)OCC(=O)Nc2cccc(Cl)c2)cn1 the results were NPY-Y2 PAM-ag -1.6, EP2 mod 8.2, S1P4 ag 0.8, S1P4 antag -6.7, CHOP inhibitor 39.3, zfTRPN1 agonist 1.6, TRPML3 agonist 1.3, NPY-Y1 antag 10.1 and NPY-Y1 PAM-ag 4.6.
For CC[n+]1c(/C=C/c2ccc(N(C)C)cc2)ccc2ccccc21 the results were NPY-Y2 PAM-ag 28.2, EP2 mod -49.4, S1P4 ag -2.4, S1P4 antag -28.7, CHOP inhibitor 68.0, zfTRPN1 agonist -0.1, TRPML3 agonist 0.8, NPY-Y1 antag -1.1 and NPY-Y1 PAM-ag -3.5.
CC(C)C(=O)OC/C(O)=C(\C#N)c1nc2ccccc2[nH]1 was read as NPY-Y2 PAM-ag 3.6, EP2 mod -28.2, S1P4 ag -0.1, S1P4 antag -15.4, CHOP inhibitor -2.8, zfTRPN1 agonist 0.9, TRPML3 agonist 1.0, NPY-Y1 antag -6.3 and NPY-Y1 PAM-ag 9.5.
CCCCNC(=O)C1CC(=O)N(CCC(C)C)C1 (configuration not stated) was read as NPY-Y2 PAM-ag 7.0, S1P4 ag 2.7, S1P4 antag -2.1, zfTRPN1 agonist -0.2, TRPML3 agonist -0.1, NPY-Y1 antag 4.8 and NPY-Y1 PAM-ag 8.6.
For CCN(C(=O)CSc1cc(-c2ccccc2)c2ccc(OC)cc2n1)C1CCS(=O)(=O)C1 (configuration not stated) the results were NPY-Y2 PAM-ag -6.3, EP2 mod 19.2, S1P4 ag 0.2, S1P4 antag -6.5, CHOP inhibitor 26.6, zfTRPN1 agonist -0.2, TRPML3 agonist -0.1, NPY-Y1 antag 5.9 and NPY-Y1 PAM-ag -29.7.
For CCS(=O)(=O)N1CCCC(C(=O)NCCCOC)C1 (configuration not stated) the results were NPY-Y2 PAM-ag 10.9, EP2 mod 1.5, S1P4 ag -0.3, S1P4 antag 4.0, CHOP inhibitor 9.0, zfTRPN1 agonist 1.2, TRPML3 agonist 0.7, NPY-Y1 antag -8.4 and NPY-Y1 PAM-ag 20.7.
For Cc1ccccc1NC(=S)N1CCN(C(=O)c2ccco2)CC1 the results were NPY-Y2 PAM-ag 5.1, EP2 mod 36.0, S1P4 ag 0.0, S1P4 antag -6.4, CHOP inhibitor 2.1, zfTRPN1 agonist 0.5, TRPML3 agonist 0.9, NPY-Y1 antag -4.3 and NPY-Y1 PAM-ag -1.6.
Screening CCc1cc(C(=O)NNC(=S)Nc2cccc(C)c2)cs1 returned NPY-Y2 PAM-ag -11.0, EP2 mod -10.6, S1P4 ag 0.9, S1P4 antag 2.2, CHOP inhibitor 19.3, zfTRPN1 agonist -2.3, TRPML3 agonist 0.1, NPY-Y1 antag 7.6 and NPY-Y1 PAM-ag -8.7.
Screening CC(NC(=O)C1CCC(CNS(=O)(=O)c2ccccc2)CC1)c1ccc2c(c1)OCCO2 (configuration not stated) returned NPY-Y2 PAM-ag -23.3, EP2 mod -4.8, S1P4 ag 1.0, S1P4 antag -15.0, CHOP inhibitor -2.1, zfTRPN1 agonist 0.7, TRPML3 agonist 1.6, NPY-Y1 antag -3.8 and NPY-Y1 PAM-ag -5.2.
`CC(C)OC(=O)CSc1nc2c(cc1C#N)CCCCC2` gave NPY-Y2 PAM-ag -4.6, EP2 mod -27.0, S1P4 ag -1.2, S1P4 antag 18.2, CHOP inhibitor 18.6, zfTRPN1 agonist 1.1, TRPML3 agonist 0.3, NPY-Y1 antag 8.6 and NPY-Y1 PAM-ag -9.5.
Screening CCOc1ccc(N(CC(=O)NC(C)CC)S(=O)(=O)c2c(C)noc2C)cc1 (configuration not stated) returned NPY-Y2 PAM-ag -4.2, EP2 mod -3.2, S1P4 ag 1.8, S1P4 antag -18.1, CHOP inhibitor 23.6, zfTRPN1 agonist -0.4, TRPML3 agonist -0.6, NPY-Y1 antag 4.7 and NPY-Y1 PAM-ag 3.8.
Screening OCCNc1nc(SCc2ccccc2)nc2sc3c(c12)CCC3 returned NPY-Y2 PAM-ag 5.7, EP2 mod 13.7, S1P4 ag -0.7, S1P4 antag -10.8, CHOP inhibitor 56.7, zfTRPN1 agonist -2.4, TRPML3 agonist -0.8, NPY-Y1 antag 0.7 and NPY-Y1 PAM-ag -13.3.
For CC(=O)Nc1cc(C(=O)O)ccc1S(=O)(=O)c1ccc(Cl)cc1 the results were NPY-Y2 PAM-ag -6.8, EP2 mod 10.9, S1P4 ag 0.5, S1P4 antag 12.2, CHOP inhibitor 9.8, zfTRPN1 agonist 0.4, TRPML3 agonist 1.3, NPY-Y1 antag -7.4 and NPY-Y1 PAM-ag -11.3.
`Cc1ccc(OCC(=O)NC(=S)Nc2cccc(C)n2)cc1` gave NPY-Y2 PAM-ag 0.6, EP2 mod 6.7, S1P4 ag 0.7, S1P4 antag -28.5, CHOP inhibitor 60.4, zfTRPN1 agonist -2.1, TRPML3 agonist 0.8, NPY-Y1 antag -3.2 and NPY-Y1 PAM-ag -7.6.
COC(=O)c1cccc(Cn2nnc3ccccc3c2=O)c1 was read as NPY-Y2 PAM-ag -9.9, EP2 mod -17.1, S1P4 ag 0.6, S1P4 antag -23.7, CHOP inhibitor -0.5, zfTRPN1 agonist 0.0, TRPML3 agonist -0.3, NPY-Y1 antag -0.8 and NPY-Y1 PAM-ag 1.6.
`Nc1c(C(=O)NC2CC2)sc2nc3c(c(-c4ccco4)c12)CC/C3=C/c1ccco1` gave NPY-Y2 PAM-ag -3.1, EP2 mod -4.4, S1P4 ag 1.1, S1P4 antag -15.1, CHOP inhibitor 6.0, zfTRPN1 agonist -0.4, TRPML3 agonist 0.0, NPY-Y1 antag 6.4 and NPY-Y1 PAM-ag -14.1.
`Cc1cc(C)nc(-n2nc(C)c3c(C)c(C)c(C)nc32)n1` gave NPY-Y2 PAM-ag -4.3, EP2 mod 8.1, S1P4 ag 1.5, S1P4 antag 7.0, CHOP inhibitor -0.7, zfTRPN1 agonist 1.1, TRPML3 agonist 0.9, NPY-Y1 antag 3.1 and NPY-Y1 PAM-ag -3.9.
`O=S(=O)(c1ccc(Br)s1)N1CCNCC1` gave NPY-Y2 PAM-ag -1.6, EP2 mod -3.5, S1P4 ag 3.0, S1P4 antag -13.7, CHOP inhibitor -10.3, zfTRPN1 agonist 0.8, TRPML3 agonist 1.1 and NPY-Y1 PAM-ag 21.8.
For O=C(OCC(=O)N1CCc2ccccc21)c1c2c(nc3ccccc13)CCCC2 the results were NPY-Y2 PAM-ag -6.0, EP2 mod 9.9, S1P4 ag 0.8, S1P4 antag -6.0, CHOP inhibitor 11.0, zfTRPN1 agonist -1.9, TRPML3 agonist -0.6, NPY-Y1 antag 7.0 and NPY-Y1 PAM-ag -11.7.
Cc1nc(NC(=O)C2CC2)sc1C was read as NPY-Y2 PAM-ag 5.3, EP2 mod 15.6, S1P4 ag 2.3, S1P4 antag -9.9, CHOP inhibitor 0.6, zfTRPN1 agonist 0.7, TRPML3 agonist 0.8, NPY-Y1 antag -3.8 and NPY-Y1 PAM-ag 6.5.
For NC(=O)COC(=O)CC(NC(N)=O)c1ccc(Cl)cc1 (configuration not stated) the results were NPY-Y2 PAM-ag 7.6, EP2 mod 14.8, S1P4 ag -0.4, S1P4 antag -16.3, CHOP inhibitor 4.8, zfTRPN1 agonist -0.7, TRPML3 agonist 1.1, NPY-Y1 antag 2.8 and NPY-Y1 PAM-ag -2.9.
For Cc1ccc(NS(=O)(=O)c2ccc3[nH]c(=O)[nH]c3c2)c(C)c1 the results were NPY-Y2 PAM-ag 3.5, EP2 mod -27.2, S1P4 ag -1.4, S1P4 antag -3.0, CHOP inhibitor -9.4, zfTRPN1 agonist 2.0, TRPML3 agonist 0.5, NPY-Y1 antag 7.0 and NPY-Y1 PAM-ag -11.5.
`Cc1nn(-c2ccccc2)c(C)c1C(=O)OCC(=O)NC(=O)NC1CCCC1` gave NPY-Y2 PAM-ag -2.8, EP2 mod -8.1, S1P4 ag 0.2, S1P4 antag -14.2, CHOP inhibitor 20.1, zfTRPN1 agonist -3.5, TRPML3 agonist -1.9, NPY-Y1 antag -4.6 and NPY-Y1 PAM-ag -10.3.
`CC1=CC=CC2=N/C(=N\S(=O)(=O)c3ccc(F)cc3F)c3ccccc3CN12` gave NPY-Y2 PAM-ag 0.8, EP2 mod 57.8, S1P4 ag 1.9, S1P4 antag -19.9, CHOP inhibitor 20.8, zfTRPN1 agonist -1.1, TRPML3 agonist -0.4, NPY-Y1 antag 0.0 and NPY-Y1 PAM-ag -3.5.
`Cc1cc2ccccn2c1C(=O)c1nc(NCc2ccccc2)ncc1Cl` gave NPY-Y2 PAM-ag -6.7, EP2 mod 19.2, S1P4 ag 1.9, S1P4 antag -7.5, CHOP inhibitor 14.3, zfTRPN1 agonist 1.8, TRPML3 agonist 0.6, NPY-Y1 antag 3.0 and NPY-Y1 PAM-ag -8.0.
`Cc1cccc(Nc2nc(-c3c(C)nc4ccccn34)cs2)c1` gave NPY-Y2 PAM-ag 21.5, EP2 mod 17.8, S1P4 ag 2.1, S1P4 antag -9.9, CHOP inhibitor 77.1*, zfTRPN1 agonist 0.6, TRPML3 agonist -0.2, NPY-Y1 antag 2.1 and NPY-Y1 PAM-ag 29.3.
For CN1C(=O)/C(=C/c2ccc3c(c2)OCO3)N=C1c1ccccc1 the results were NPY-Y2 PAM-ag -8.2, EP2 mod -1.2, S1P4 ag -2.0, S1P4 antag -4.6, CHOP inhibitor 26.9, zfTRPN1 agonist 0.6, TRPML3 agonist 0.8, NPY-Y1 antag 2.1 and NPY-Y1 PAM-ag -10.4.

Source: PubChem
